PLK1 PBD inh: Plk1 (human) PBD binding inhibition; inhibition, %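 (tested at about 20 µM)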; Plk1 PBD phosphopeptide binding, fluorescence polarization; P53350; 0.13% of 97,000 active; AID 693; in the data active = inhibition above about 34%, passing the limit was not always enough
DAT uptake mod: modulates human dopamine transporter uptake under cocaine; B-score at 10 µM; 1.3% of 110,000 active; LLC-PK1 hDAT cells, [14C]-dopamine uptake with cocaine IC80; actives deviate in either direction; AID 449768;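 active = Z score or B-score, a plate-position-corrected score, falls beyond the plate's 99.7% confidence bounds, in either direction; inactive = both scores lie inside the 99.7% bounds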;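 note: scored against the spread of the other compound wells on the same plate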
sEH inhibitor: soluble epoxide hydrolase (human) inhibition. P34913. recombinant human sEH enzymatic activity assay. inhibition, % at 2 µM. 0.34% of 91,000 active; in the data active = inhibition above about 80%; note: values of inactives mirror those of a sister screen read the other way; many of its hits are not listed in these tables
Target sequence (P34913 whole entry, looked up): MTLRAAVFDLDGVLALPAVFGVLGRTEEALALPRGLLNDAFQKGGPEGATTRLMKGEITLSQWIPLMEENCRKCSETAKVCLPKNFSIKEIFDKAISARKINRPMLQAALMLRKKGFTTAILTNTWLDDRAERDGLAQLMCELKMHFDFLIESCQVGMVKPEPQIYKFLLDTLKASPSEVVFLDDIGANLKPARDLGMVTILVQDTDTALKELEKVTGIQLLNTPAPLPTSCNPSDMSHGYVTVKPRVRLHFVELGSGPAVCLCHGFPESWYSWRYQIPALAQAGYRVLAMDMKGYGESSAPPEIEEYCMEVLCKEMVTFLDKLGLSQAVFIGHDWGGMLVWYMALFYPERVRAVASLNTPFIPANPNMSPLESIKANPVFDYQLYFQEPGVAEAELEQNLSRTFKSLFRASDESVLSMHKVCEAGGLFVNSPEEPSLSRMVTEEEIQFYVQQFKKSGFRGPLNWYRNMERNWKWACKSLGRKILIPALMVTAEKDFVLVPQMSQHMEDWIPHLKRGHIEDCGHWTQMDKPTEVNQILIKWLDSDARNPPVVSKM
Ecoli WT expand: growth inhibitors of E. coli BW25113 wild type; OD600 absorbance; growth inhibition, % at 100 µM; 0.15% of 98,000 active; AID 710;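 active = growth inhibition above about 50% at one test dose, limit read from the data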;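 note: growth measured after 20 h incubation at 37 °C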
VCAM1 TNFa inh: reduces TNF alpha induced VCAM1 expression in HUVEC; HUVEC TNFa-induced VCAM-1 immunofluorescence, high-content imaging; inhibition, % at 2 µM; 0.48% of 95,000 active; AID 802;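 active = inhibition above the batch mean plus 3 SD, with images confirmed as a hit by eye, cut at about 37% in these data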;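 note: 0% = TNF-stimulated DMSO wells and 100% = unstimulated control wells; not every result past the cut was called active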
PLK1 kinase inh: blocks human PLK1 kinase activity; recombinant PLK1 kinase, TR-FRET peptide phosphorylation; P53350; inhibition, % at 10 µM; 0.53% of 97,000 active;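 active = inhibition of 50% or more in the single-concentration screen; inactive = inhibition below 50%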;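 note: 0% = DMSO max control and 100% = H-89 dihydrochloride min control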
HUVEC tox TNFa: HUVEC cytotoxicity counter-screen, TNF alpha stimulated | 0.17% of 93,000 active | AID 848 | HUVEC TNFalpha-stimulated, Hoechst cell count, imaging | cell count reduction, % at 2 µM;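 active = cell count reduction exceeding the screen mean by over 5 SD, scaled to untreated wells per plate, cut at about 78% in these data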;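 note: cells counted after 24 h of TNF alpha exposure following the 1 h pretreatment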
HUVEC tox IL1B: toxic to HUVEC cells under IL-1B stimulation; HUVEC cell count loss, Hoechst imaging, IL-1B stimulated; AID 845; 0.41% of 94,000 active; cell count reduction, % at 2 µM;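 active = cell count reduction more than 3 SD above the screen-wide mean, cut at about 70% in these data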;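 note: normalized per plate to untreated control cells as the no-loss baseline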
cytoskel mod: modifiers of cytoskeleton assembly. inhibition, % at 2 µM. HUVEC TNFa F-actin phalloidin imaging, high content. 0.18% of 91,000 active;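 active = inhibition above the batch mean plus 3 SD and confirmed as a hit by visual image inspection, cut at about 30% in these data, passing the limit was not always enough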; note: strong numbers were not always called active
* marks the source's active call; other numbers are inactive results; · = no result given. Compounds were not picked by outcome. About 3.4% of those tested had a hit in this group.

1: CCCC(=O)c1c[nH]c(C(=O)NCCc2ccccn2)c1
2: CCOc1ccc(NC(=NCc2ccc3c(c2)OCO3)SC2CC(=O)N(c3ccc(OCC)cc3)C2=O)cc1 (stereo unspecified)
3: COCCNC(=O)CCCCCN1C(=O)CCC1=O
4: C=CCNC(=O)c1onc(CSc2ccc(F)cc2)c1C(=O)O
5: Cc1ccc(-c2nnc(Nc3ccccc3)o2)cc1
6: Cc1c(Cl)cccc1-c1ccc(C(=O)N2CCN(c3ccc([N+](=O)[O-])cc3)CC2)o1
7: O=C(O)CCn1nnc(-c2cccs2)n1
8: CNC(=S)N1N=C(c2ccc(Br)cc2)CC1c1ccc(Br)cc1 (stereo unspecified)

entry no.,1,2,3,4,5,6,7,8
PLK1 PBD inh,8,-5,6,4,-14,-17,20,22
DAT uptake mod,0.075,-0.051,1.1,-0.22,-2.2,1.6,0.49,0.44
sEH inhibitor,12,7,9,-4,·,-2,-11,-4
Ecoli WT expand,2,·,4,-11,-10,-29,-8,-8
VCAM1 TNFa inh,8,-10,6,-2,25,13,8,-69
PLK1 kinase inh,-10,-15,-9,-8,-5,-11,-2,-5
HUVEC tox TNFa,-3,-4,-2,-32,69,-22,-15,1
HUVEC tox IL1B,-33,11,-110,19,-19,3,28,-17
cytoskel mod,9,-4,2,23,0,26,-34,-14

9: CCOC(=O)CSc1nnc(CNc2ccccc2Cl)n1-c1ccccc1
10: Nc1nnnn1/N=C/c1cccc(OCc2ccccc2Cl)c1
11: C#CCOC(=O)C(NC(=O)c1ccccc1)=C1CCCCC1
12: CCOc1cc(-c2nn3cnnc3s2)cc(OCC)c1OCC
13: COc1ccc(-c2nsc3c(N4CCCCC4)ncnc23)cc1
14: CC(=O)Nc1cc(C(=O)N2CCN(C)CC2)ccc1Sc1ccc(C)cc1
15: O=C(O)CSc1nc2ccc(Cl)cc2[nH]1
16: CC(C)COC(=S)Nc1ccccc1

entry no.,9,10,11,12,13,14,15,16
PLK1 PBD inh,12,17,10,-13,19,25,-1,10
DAT uptake mod,-1.4,-1.3,-0.66,0.12,-1.6,0.073,0.26,0.41
sEH inhibitor,7,2,-1,-7,-6,10,8,8
Ecoli WT expand,2,·,-5,0,-12,-2,-7,10
VCAM1 TNFa inh,-22,24,20,3,-1,8,6,15
PLK1 kinase inh,-12,-7,-15,-3,-14,-8,8,-12
HUVEC tox TNFa,-16,18,-6,-22,-9,-14,-5,0
HUVEC tox IL1B,-13,-35,-24,-43,-6,4,-25,-31
cytoskel mod,-9,2,14,-13,-21,-3,3,-26

17: CCC(Sc1nc(N)cc(=O)[nH]1)C(=O)NC(C(=O)OC)c1ccccc1 (stereo unspecified)
18: N/C(COc1ccc(F)cc1)=N\NC(=O)c1cccnc1Oc1ccccc1
19: Cc1noc(C)c1S(=O)(=O)Nc1ccc(C(=O)N2CCN(c3cccc(Cl)c3)CC2)cc1
20: CN(C)CCNc1nc(-c2ccccc2)nnc1C(F)(F)F
21: O=C(Cc1ccc(Cl)cc1)Nc1ccc(N2CCN(C(=O)c3ccco3)CC2)c(Cl)c1
22: CCN(CC)CCOCCOc1cc(C)c(Cl)c(C)c1
23: O=C(NCC(F)(F)F)Nc1ncccn1
24: O=c1c2ccccc2n2nnnc2n1-c1ccccc1

entry no.,17,18,19,20,21,22,23,24
PLK1 PBD inh,8,-1,-9,1,4,-1,-17,13
DAT uptake mod,-1.7,-0.18,-0.16,0.042,0.48,0.15,-0.33,0.011
sEH inhibitor,1,2,0,6,86*,0,·,-3
Ecoli WT expand,-1,11,0,9,-21,-2,2,4
VCAM1 TNFa inh,14,15,4,1,6,16,-10,9
PLK1 kinase inh,-14,-8,-2,-6,-9,-2,-4,-11
HUVEC tox TNFa,12,-26,-29,-7,-16,4,29,-9
HUVEC tox IL1B,11,·,-6,3,-6,·,6,1
cytoskel mod,-4,8,·,-16,-2,-13,-13,8

25: Cc1ccc(-c2nn(CC(=O)O)c(=O)c3ccccc23)cc1
26: COc1cc(OC)c(NC(=O)c2ccco2)cc1Cl
27: CCOC(=O)N1CCN(C(=O)N2CCOCC2)CC1
28: O=C(CNS(=O)(=O)c1ccc(F)cc1)N1CCN(c2ccc(F)cc2)CC1
29: Cc1cccc(Oc2cc(N)cc([N+](=O)[O-])c2)c1
30: CC(C)Nc1nc(NC(C)C)nc(N(C)n2cnnc2)n1
31: COc1cc(C)c(Cl)cc1S(=O)(=O)NCCN1CCOCC1
32: CC[n+]1c(/C=C/Nc2ccccc2)sc2ccccc21

entry no.,25,26,27,28,29,30,31,32
PLK1 PBD inh,7,-3,16,26,-17,-4,-9,-40
DAT uptake mod,-1.2,-0.15,-0.013,-0.00068,·,0.65,-0.028,-0.65
sEH inhibitor,-8,-3,1,-5,-19,-4,-4,9
Ecoli WT expand,·,4,-1,-3,3,-1,4,8
VCAM1 TNFa inh,8,4,·,8,-2,-25,11,0
PLK1 kinase inh,-16,-4,-5,-9,-14,-21,-3,-3
HUVEC tox TNFa,-7,-1,·,-8,3,3,·,-5
HUVEC tox IL1B,-42,-69,-19,-54,16,-11,-6,-30
cytoskel mod,-6,-30,·,7,4,-13,16,1

33: CCS(=O)(=O)n1nc(-c2ccc(C)cc2)nc1N
34: CC(=O)Nc1ccc(OCC(=O)c2ccc(C)cc2C)cc1
35: O=C(NCc1ccco1)C1CN(S(=O)(=O)c2ccccc2)CCN1S(=O)(=O)c1ccccc1 (stereo unspecified)
36: c1ccc(CCn2nnnc2CN2CCc3ccccc32)cc1
37: CCc1[nH]c(=O)c(C#N)c2c1CCCC2
38: CC1(C(=O)O)CCC(C(=O)NC2CCCCCC2)C1(C)C (stereo unspecified)
39: O=C(Cn1cc2c(n1)CCCCC2)NCc1ccccc1
40: CC(C)C(c1nnnn1Cc1cccs1)N1CCN(c2ccccc2)CC1 (stereo unspecified)

entry no.,33,34,35,36,37,38,39,40
PLK1 PBD inh,-32,-9,15,-12,3,17,10,-13
DAT uptake mod,0.48,0.98,-0.17,-0.54,·,0.16,-0.38,-0.94
sEH inhibitor,-15,-16,20,-16,-2,8,3,-16
Ecoli WT expand,2,5,-2,3,-4,-12,7,-8
VCAM1 TNFa inh,4,-8,-2,·,25,-43,-4,-2
PLK1 kinase inh,-11,0,-6,-2,-15,-15,-3,-7
HUVEC tox TNFa,0,-8,-21,·,-18,-8,-19,-29
HUVEC tox IL1B,-4,15,12,12,20,-22,-6,-6
cytoskel mod,8,18,8,-58,-5,-29,7,-2

41: O=C(NCCc1c[nH]c2ccccc12)Nc1cccc2ccccc12
42: O=C(CCc1ccc(S(=O)(=O)N2CCOCC2)cc1)NCCCN1CCCC1=O
43: Fc1ccc(-c2cn3cc(C(F)(F)F)cc(Cl)c3n2)cc1
44: CCOc1ccc(-c2cc(N3C(=O)Nc4ccccc4N3O)on2)cc1
45: Cc1cccc(Cn2c(N(C)CCO)nc3c2c(=O)[nH]c(=O)n3C)c1
46: CCCCOc1ccccc1C1NC(=O)NC(C)=C1C(=O)OCc1ccco1 (stereo unspecified)
47: COc1ccc(CCNC(=O)COC(=O)c2cnc(C)cn2)cc1
48: O=C(Oc1cccc2cccnc12)c1ccco1

entry no.,41,42,43,44,45,46,47,48
PLK1 PBD inh,7,16,-30,6,19,2,-22,-11
DAT uptake mod,-0.65,-0.74,-0.093,-0.4,1.8,0.19,-0.35,-1.7
sEH inhibitor,44,-8,-1,-14,-9,-10,-2,3
Ecoli WT expand,-1,3,-7,-3,-5,-9,7,·
VCAM1 TNFa inh,27,-5,2,0,9,8,-13,8
PLK1 kinase inh,-7,-5,-13,-15,-8,-2,-14,-3
HUVEC tox TNFa,-18,-16,-11,-3,-5,-31,1,-33
HUVEC tox IL1B,-4,-2,22,18,-64,0,-5,-3
cytoskel mod,·,-4,2,-14,-1,2,1,16

49: CCOC(=O)c1nnn(-c2nonc2-c2ccccc2)c1C
50: CCOC(=O)c1cnc(-n2nc(C)cc2C)nc1Nc1ccc(OC)cc1
51: Cc1csc(SCc2ccccc2C(=O)O)n1
52: Cc1cc(=O)oc2ccc(OCC(=O)O)cc12
53: CN1CCN(C(=O)c2cc3ccccc3oc2=O)CC1
54: CCn1c(CCNC(=O)c2ccccc2Cl)n[nH]c1=S
55: CCOc1c(Cl)cc(CNC(C)(C)CC(C)(C)C)cc1OC
56: COC(=O)NCc1ccc(S(=O)(=O)N2CCOCC2)cc1

entry no.,49,50,51,52,53,54,55,56
PLK1 PBD inh,13,31,-19,-3,7,18,0,2
DAT uptake mod,-0.21,-0.35,1.8,0.93,-0.36,-0.031,-0.0018,-0.81
sEH inhibitor,7,-3,1,4,5,7,-3,-10
Ecoli WT expand,4,-1,1,4,1,-2,14,6
VCAM1 TNFa inh,12,2,3,8,15,2,-15,-5
PLK1 kinase inh,-13,-3,-4,-5,-5,-7,-15,-13
HUVEC tox TNFa,-33,-8,1,-8,9,3,0,-7
HUVEC tox IL1B,-20,0,-4,6,-3,-10,-2,-200
cytoskel mod,8,16,-47,7,-18,-10,-13,10

A draw from above in order of SMILES length, highest first.
31: COc1cc(C)c(Cl)cc1S(=O)(=O)NCCN1CCOCC1
1: CCCC(=O)c1c[nH]c(C(=O)NCCc2ccccn2)c1
10: Nc1nnnn1/N=C/c1cccc(OCc2ccccc2Cl)c1
26: COc1cc(OC)c(NC(=O)c2ccco2)cc1Cl

entry no.,31,1,10,26
PLK1 PBD inh,-9,8,17,-3
DAT uptake mod,-0.028,0.075,-1.3,-0.15
sEH inhibitor,-4,12,2,-3
Ecoli WT expand,4,2,·,4
VCAM1 TNFa inh,11,8,24,4
PLK1 kinase inh,-3,-10,-7,-4
HUVEC tox TNFa,·,-3,18,-1
HUVEC tox IL1B,-6,-33,-35,-69
cytoskel mod,16,9,2,-30

Additional results:
57: CCCc1cc(=O)[nH]c(SCc2ccccc2)n1
58: CCOc1ccc(C2C(C(=O)c3ccc(C)o3)=C(O)C(=O)N2CCN2CCOCC2)cc1OC (stereo unspecified)
59: O=C(CCCNC(=O)/C(=C\c1ccccc1F)NC(=O)c1ccccc1)OCc1ccccc1
60: Cc1ccc2c(C)c(C(=O)Nc3cccnc3)oc2c1

entry no.,57,58,59,60
PLK1 PBD inh,10,4,-22,2
DAT uptake mod,-0.057,-0.99,0.27,-1
sEH inhibitor,-12,·,4,1
Ecoli WT expand,-2,2,-13,2
VCAM1 TNFa inh,-10,-4,1,16
PLK1 kinase inh,-5,-8,-12,-13
HUVEC tox TNFa,-4,25,-5,14
HUVEC tox IL1B,-8,8,-18,6
cytoskel mod,3,1,-4,-7
